GPR55 antagonists: GPR55 antagonists blocking LPI-driven arrestin recruitment, primary screen, imaging, U2OS, beta-arrestin-GFP, LPI agonist (AID 2013) | 0.13% of 290,000 active | U2OS GPR55 beta-arrestin-GFP translocation imaging, LPI antagonism; higher % means a stronger effect | G-protein coupled receptor 55 (Homo sapiens) | inhibition, % at 10 µM; hits with a dose series show IC50 in µM;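 active means spots per cell inhibited over 60%, with over 100 cells counted and total cytoplasm intensity under 500,000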;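 further: U2OS cells stably carrying GPR55 and arrestin-GFP stimulated by 5 µM LPI near EC80; imaged beta-arrestin-GFP aggregate spots per cell after agonist stimulation; plate controls were LPI-stimulated DMSO wells for no effect and DMSO wells without LPI for full effect; some results filed as inactive read as strong as hits; confirmed hits need IC50 under 10 µM and bright autofluorescent wells are also inconclusive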
West Nile virus CPE: West Nile virus antiviral activity, cell-based, CPE readout (AID 1621); 0.02% of 290,000 active; one-dose CPE inhibition, % at 10 µM; IC50 in µM for titrated hits; West Nile virus-infected cells, CPE inhibition; higher % means a stronger effect; in the data active means a potency from the dose series; further: strong numbers were not always called active
NS5 inhibitors: Dengue-2 NS5 methyltransferase inhibitors, primary screen, biochemical, confirmation dose response (AID 588689). Genome polyprotein (Dengue virus type 2 (strain 16681-PDK53)). Dengue-2 NS5 methyltransferase capping enzyme assay, biochemical; higher % means a stronger effect. one-dose inhibition, % at 25 µM; IC50 in µM for titrated hits. 0.3% of 340,000 active; in the data active means a potency from the dose series
KOR beta-arrestin-1: KOR antagonists, beta-arrestin recruitment, cell-based, luminescence, uHTS (AID 1778). Kappa-type opioid receptor (Homo sapiens). 0.091% of 290,000 active. KOR beta-arrestin recruitment, luminescence, antagonist mode; higher % means a stronger effect. inhibition, % at 10 µM, or IC50 in µM where a hit was titrated; in the data active means inhibition above about 50%; further: strong numbers were not always called active
KOR beta-arrestin-2: KOR agonists, beta-arrestin recruitment, primary screen, cell-based, luminescence, uHTS (AID 1777) | 0.02% of 280,000 active | KOR beta-arrestin recruitment, luminescence; higher % means a stronger effect | Kappa-type opioid receptor (Homo sapiens) | activation, % at 10 µM; hits with a dose series show EC50 in µM; in the data active means activation above about 50%, passing the limit was not always enough; further: a part of the inactive calls stands beside numbers as strong as those of hits
GPR35 antagonists: GPR35 antagonists blocking zaprinast-driven arrestin recruitment, primary screen, imaging, U2OS, beta-arrestin-GFP, zaprinast agonist (AID 2058) | U2OS GPR35 beta-arrestin-GFP translocation imaging, zaprinast antagonism; higher % means a stronger effect | one-dose inhibition, % at 10 µM; IC50 in µM for titrated hits | G-protein coupled receptor 35 (Homo sapiens) | 0.052% of 290,000 active;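 active means inhibition of at least 50% with at least 30 cells and total cytoplasm GFP at most 10,000,000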
NOD1 NF-kB reporter: NOD1 signaling inhibitors, primary screen, cell-based, luminescence, uHTS (AID 1578); NOD1-driven NF-kB luciferase reporter cells, luminescence; higher % means a stronger effect; inhibition, % at 4 µM, or EC50 in µM where a hit was titrated; 1% of 290,000 active; in the data active means inhibition mostly above about 36%, no sharp cut-off; inactive means mostly below about 34%;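 further: HEK-293T reporter cells stimulated with the NOD1 agonist gamma-tri-DAP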
HIV peptide binding: inhibitors of HIV fusion peptide binding, primary screen, biochemical, uHTS, fluorescence dequenching (AID 1986). cell-free peptide binding, fluorescence dequenching, 30 min; higher % means a stronger effect. inhibition, % at 20 µM, or IC50 in µM where a hit was titrated. 0.3% of 290,000 active; in the data active means inhibition mostly above about 52%, no sharp cut-off; inactive means mostly below about 76%; further: some results filed as inactive read as strong as hits
GPR55 activation: GPR55 agonists via beta-arrestin recruitment, primary screen, imaging, U2OS cells, beta-arrestin-GFP redistribution (AID 1961); 0.048% of 290,000 active; G-protein coupled receptor 55 (Homo sapiens); one-dose activation, % at 10 µM; EC50 in µM for titrated hits; U2OS GPR55 beta-arrestin-GFP redistribution imaging; higher % means a stronger effect;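 active means activation above 40% with more than 50 cells counted in the well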;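 further: U2OS osteosarcoma cells stably expressing GPR55 and beta-arrestin-GFP; plate controls were DMSO negative control for no effect and LPI positive control for full effect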
NS5 inhibitors pilot replicate: further read-out of NS5 inhibitors, marked with its call; inhibition, %; measured here: pilot screen replicate inhibition
* hit, by the source's call; . = no result given; [ ] = remark or other dose. A portion of the library, so the mix of outcomes need not match the whole.

SMILES | GPR55 antagonists | West Nile virus CPE | NS5 inhibitors | KOR beta-arrestin-1 | KOR beta-arrestin-2 | GPR35 antagonists | NOD1 NF-kB reporter | HIV peptide binding | GPR55 activation | others
Cc1cc(C(=O)CN2C(=O)NC3(CCCCC3)C2=O)c(C)n1Cc1ccc2c(c1)OCO2 | 11% | -0.4% | -5% | -5% | 13% | 5% | -43% | 9.1% | -0.2%
O=C(/C=C/c1ccccc1)NC(=O)c1ccccc1O | 6% | 0.8% | 4% | 6% | -1.9% | 8% | 1% | -1.0% | -0.1%
CC(C)CC(NC(=O)C1CCC(C)CC1)C(=O)NCCN1CCOCC1 (centres undefined) | -14% | -0.4% | -5% | -3% | -1.0% | 6% | -17% | 0.1% | -0.2%
COc1ccc(OC)c(NC(=O)COC(=O)C2CCN(C(=O)c3ccc(Cl)cc3)CC2)c1 | 3% | -0.5% | 2% | -3% | -6.6% | -3% | -15% | -1.7% | 0.3%
CSc1nc(Cl)cc(N2CCOCC2)n1 | -7% | -0.2% | . | -9% | 8.4% | 10% | -6% | -0.6% | 0.7%
CCCCC(=O)NNC(=O)c1c(O)c2ccccc2[nH]c1=O | 7% | 0.2% | -6% | 2% | . | 4% | 2% | -2.9% | -0.1%
COC(=O)CN(C)C(=O)c1cccc(OC2CCN(S(=O)(=O)N(C)C)CC2)c1 | 3% | -0.9% | 5% | -28% | 3.8% | 6% | -8% | 1.1% | 0.2%
CNC(=O)C(=O)NCC(c1cccs1)S(=O)(=O)c1ccc(C)cc1 (centres undefined) | -8% | 0.2% | 3% | -27% | 7.5% | 0% | -6% | -1.4% | 0.2%
COc1ccc(C(=O)C2CCCN(C3Cc4ccccc4C3)C2)cc1OC (centres undefined) | 6% | -1.2% | 4% | -8%[20 µM] | . | -10% | -60% | -1.7% | -0.1%
CCOC(=O)c1cc(-c2ccccc2)n(CC(=O)NC(C)(C)C)c1C | 3% | -1.0% | -15% | -24% | 3.8% | -3% | -52% | 1.3% | 0.0%

Brought forward from above: 3 entries; new compounds follow.
SMILES | GPR55 antagonists | West Nile virus CPE | NS5 inhibitors | KOR beta-arrestin-1 | KOR beta-arrestin-2 | GPR35 antagonists | NOD1 NF-kB reporter | HIV peptide binding | GPR55 activation | others
CNC(=O)C(=O)NCC(c1cccs1)S(=O)(=O)c1ccc(C)cc1 (centres undefined) | -8% | 0.2% | 3% | -27% | 7.5% | 0% | -6% | -1.4% | 0.2%
COc1ccc(C(=O)C2CCCN(C3Cc4ccccc4C3)C2)cc1OC (centres undefined) | 6% | -1.2% | 4% | -8%[20 µM] | . | -10% | -60% | -1.7% | -0.1%
CCOC(=O)c1cc(-c2ccccc2)n(CC(=O)NC(C)(C)C)c1C | 3% | -1.0% | -15% | -24% | 3.8% | -3% | -52% | 1.3% | 0.0%
Cc1ccc(OCCn2c(SCCO)nc3c(N)ncnc32)cc1 | 0% | -1.1% | -11% | 6% | -6.3% | -9% | -6% | -1.3% | 0.0%
O=C(Nc1ccc(Oc2ccccc2)cc1)c1ccco1 | -5% | -0.4% | 4% | 12% | 1.8% | -6% | -31% | 3.4% | -0.1%
COc1ccc(S(=O)(=O)N2CCC(C(=O)NCc3ccco3)CC2)cc1 | -12% | 0.3% | -5% | -26% | 3.8% | -3% | -38% | 5.9% | 0.5%
Cc1nn(-c2cccc(C(=O)O)c2)c(C)c1[N+](=O)[O-] | 14% | -0.3% | -6% | -2% | -4.3% | 9% | -26% | 0.6% | -0.3%
O=C1c2cccc3cc([N+](=O)[O-])cc(c23)C(=O)N1CC1CCCO1 (centres undefined) | -10% | 0.1% | 16% | 20% | 4.4% | -18% | 4% | 2.2% | -0.1%
COC(=O)CNc1nc(-c2cccnc2)nc2ccccc12 | 0% | 0.2% | -2% | 8% | -0.9% | 10% | -1% | -1.0% | -0.2%
CC1CN=C(NC(=O)c2cccc([N+](=O)[O-])c2)S1 (centres undefined) | 1% | 0.1% | -5% | -14%[20 µM] | -1.7% | 3% | -60% | -0.7% | 1.7% | NS5 inhibitors pilot replicate=1.5
COc1ccc(OCC(O)CN2C(=O)NC(C)(C)C2=O)cc1 (centres undefined) | 10% | 0.4% | -7% | -20% | 5.7% | 4% | -28% | 1.3% | 0.0%
CN(C)CCNC(=O)C(=O)c1c(-c2ccccc2)cc2ccccn12 | -1% | 0.3% | 2% | -14% | 0.2% | 7% | -24% | -0.7% | -0.3%
CCOC(=O)c1nc(C)n(-c2ccc(Cl)cc2)n1 | 17% | -0.4% | 1% | -4% | -1.3% | 1% | -30% | 0.7% | -0.2%
c1ccc(CN2CCCC3(CCCN(Cc4nc(COc5ccccc5)no4)C3)C2)cc1 (centres undefined) | 19% | -1.1% | -9% | 7% | . | 13% | -9% | -2.3% | -0.2%
Cn1cc(CN2CCCC(CO)(Cc3ccccc3)C2)cn1 (centres undefined) | 2% | 0.1% | . | 15% | . | 10% | -19% | -0.1% | 0.2%
CC(C)Cc1cc(C(C)(C)C)ccc1OC(=S)N(C)C | 2% | 2.2% | 0% | -24%[20 µM] | -0.9% | 5% | 13% | -0.5% | -0.1%
COc1ccc(-c2cc(C)nc(SCc3cccc(C(=O)O)c3)n2)cc1 | 5% | 1.6% | -4% | -52% | 3.4% | 5% | -14% | 15% | -0.3%
Fc1ccc2nc(Nc3ccccc3)sc2c1 | -9% | -0.9% | 5% | -8% | -0.8% | 1% | -84% | 0.3% | 0.9%
COc1ccc(S(=O)(=O)N2c3ccccc3NC(=O)CC2C)cc1 (centres undefined) | 17% | -0.4% | -3% | -11% | 3.3% | 8% | -47% | 2.0% | 0.3%
c1ccc2c(c1)NCC1CCCN21 (centres undefined) | 1% | 0.5% | 20% | -8% | 0.0% | -10% | 0% | 8.4% | 0.0%
O=C(NCCc1c[nH]c2ccccc12)C(=O)NCC(c1cccnc1)N1CCN(c2ccccc2)CC1 (centres undefined) | 2% | 0.8% | -4% | -9% | 0.7% | -9% | 3% | -2.5% | 0.3%
CC(C)CNC(=O)c1c(N)n(/N=C/c2cccnc2)c2nc3ccccc3nc12 | 17% | . | . | 14% | 0.1% | 8% | -121% | -0.9% | 0.0%
CCOc1ccccc1NC(=S)N(CCN(C)C)C(C)c1ccncc1 (centres undefined) | 6% | 0.3% | -2% | 3% | -4.0% | 4% | -30% | 1.3% | -0.3%
COc1ccc(C2C(C(=O)N3CCCCC3)CC(=O)N2c2ccc(OC)cc2)cc1 (centres undefined) | 12% | -0.1% | 5% | -14% | 0.4% | 11% | -4% | 0.4% | 0.5%
COC(=O)C1=C(C)N(C)C(C)=C(C(=O)OC)C1c1ccccn1 | 10% | 0.1% | -1% | -18% | -1.2% | 21% | -4% | -3.7% | -0.2%
Cc1cccc(/N=C/c2c(O)n(Cc3ccc4c(c3)OCO4)c(=O)c3ccccc23)n1 | 6% | -0.1% | -1% | 3% | -1.5% | -15% | -39% | 0.9% | 0.5%
Cc1cccc(-c2nc(C#N)c(N3CCCCC3)o2)c1 | -2% | -1.2% | -1% | 32% | -8.1% | 4% | -7% | -1.7% | -0.1%
COc1cccc(-c2csc3nnc(SCC(=O)NCc4cccs4)n23)c1 | -1% | 0.6% | -4% | -12% | 4.8% | -4% | 30% | 2.7% | 0.5%
CSc1nc(NC(C)(C)C)nc(Oc2ccc(=O)[nH]n2)n1 | -4% | 0.5% | 2% | 24% | -2.4% | 12% | -21% | 0.2% | -0.1% | NS5 inhibitors pilot replicate=-6.1
CCCn1c(=O)c2ccccc2n2c(SCC(=O)Nc3cc(C)on3)nnc12 | 3% | 0.2% | 5% | -1% | -1.1% | 8% | -17% | -2.2% | -0.1%
O=S(=O)(NC1=NCCCCC1)c1cccs1 | 0% | -0.2% | -7% | -18% | -8.1% | 16% | -14% | -2.8% | -0.3%
COc1ccc(CCNC(=O)C/C(C)=N/NC(=O)COc2ccc(C)cc2Br)cc1OC | 14% | 0.2% | -10% | 25% | 1.5% | -15% | 39% | 0.3% | -0.2%
COc1ccc(N(C(C)C(=O)Nc2ccc(S(=O)(=O)N3CCCCC3)cc2)S(C)(=O)=O)cc1 (centres undefined) | 9% | -1.4% | -2% | 10% | -0.3% | 24% | 13% | -2.3% | 0.5%
CC(=O)Nc1cccc2c1C(=O)N(c1cccc(OC(C)=O)c1)C2=O | 12% | 0.4% | -6% | 1% | -3.7% | 6% | -38% | 2.0% | 0.1%
CCOc1ccccc1NC(=S)NCc1cccn1C | 12% | 0.7% | -8% | -8% | 6.0% | -16% | -15% | -0.9% | 0.1%
O=C(NCCC(=O)N1CCOCCOCCOCCOCC1)OCc1ccccc1 | 1% | 0.6% | 10% | 0% | 6.4% | -16% | 5% | -0.4% | -0.1%
Cc1cc(SCC(=O)c2ccccc2)n2nc(C)nc2n1 | 0% | 0.3% | 2% | -2% | 4.2% | -12% | 18% | -3.2% | -0.5%
CCOc1cc(/C=C2/C(=N)N3N=C(C)SC3=NC2=O)ccc1OS(=O)(=O)c1ccc(C)cc1 | -2% | -0.3% | -7% | -37% | 4.3% | 9% | -6% | 34% | -0.2%
Cc1c(C)c2ccc(OC(C)C(=O)NCc3ccccn3)cc2oc1=O (centres undefined) | 13% | 1.1% | -2% | 34% | 3.1% | -1% | -9% | 0.5% | -0.1%
COc1ccc(C(=O)Nc2ccc(N3CCCC3)cc2)cc1Br | 10% | -0.4% | -6% | -3% | 0.8% | -2% | -12% | -3.3% | 0.3%
COc1ccccc1CCC(=O)Nc1ccc2c(c1)CN(Cc1ccc(C)o1)CC2 | 5% | 0.4% | -11% | -30% | -0.3% | 3% | -10% | 2.2% | 0.0%
CCn1c(C)nc2cc(C(=O)N/N=C/c3ccc(N4CCOCC4)cc3)ccc21 | 2% | -0.5% | -17% | 15% | -1.1% | -12% | -8% | -1.0% | -0.3%
CCOC(=O)C1=C(COC(=O)/C=C/c2cc(OC)c(OC)c(OC)c2)NC(=O)NC1C (centres undefined) | 4% | -0.2% | 1% | -29% | -0.7% | -2% | -36% | 0.5% | 0.0%

Molecules listed so far that contain an NH in an aromatic ring:
SMILES | GPR55 antagonists | West Nile virus CPE | NS5 inhibitors | KOR beta-arrestin-1 | KOR beta-arrestin-2 | GPR35 antagonists | NOD1 NF-kB reporter | HIV peptide binding | GPR55 activation | others
CCCCC(=O)NNC(=O)c1c(O)c2ccccc2[nH]c1=O | 7% | 0.2% | -6% | 2% | . | 4% | 2% | -2.9% | -0.1%
O=C(NCCc1c[nH]c2ccccc12)C(=O)NCC(c1cccnc1)N1CCN(c2ccccc2)CC1 (centres undefined) | 2% | 0.8% | -4% | -9% | 0.7% | -9% | 3% | -2.5% | 0.3%
CSc1nc(NC(C)(C)C)nc(Oc2ccc(=O)[nH]n2)n1 | -4% | 0.5% | 2% | 24% | -2.4% | 12% | -21% | 0.2% | -0.1% | NS5 inhibitors pilot replicate=-6.1
